Yeast lifespan up = compounds extending yeast replicative lifespan, primary screen, S. cerevisiae, OD615 | hit rate 0.68% among 130,000 | inhibition of the nicotinamide effect, % at 10 µM | S. cerevisiae growth with nicotinamide; deaD strain in restrictive glucose medium;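 active = inhibition above a set limit, placed 3 SD over the median of all compounds, cut at about 26% in these data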;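 note: 0% = nicotinamide-treated wells and 100% = cells grown without nicotinamide; some compounds called inactive have numbers as strong as hits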
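Assay system: engineered S. cerevisiae DeaD replicative-lifespan strain, galactose-grown log-phase cells; medium: restrictive CSMM-D dextrose medium; also added: nicotinamide, 1.5 mM, co-present with compound; schedule: 48 h compound exposure at 30 °C, humidified; detection: absorbance at 615 nm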
PTEN del growth = growth suppression of PTEN-null HCT116, primary screen, cell-based, CellTiter-Glo; hit rate 1.2% among 140,000; AID 827, 2007; HCT116 PTEN-null viability, 60 h; active compounds read low; viability, % at 10 µM;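 active = viability at or below a set limit, 4 SD under the median of all tested compounds, cut at about 3.7% in these data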;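 note: PTEN knockout HCT116 line with beta catenin targeted HCT116 as companion control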
NPY Y2 blocker = NPY-Y2 receptor antagonists, primary screen, cell-based; Neuropeptide Y receptor type 2 (Homo sapiens), P49146; hit rate 0.99% among 140,000; NPY-Y2 expressing cells, antagonist mode; inhibition, % at 2.7 µM; in the data active = inhibition above about 17%;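 note: 0% = vehicle with agonist challenge and 100% = reference antagonist with challenge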
Target sequence (P49146 whole entry, looked up): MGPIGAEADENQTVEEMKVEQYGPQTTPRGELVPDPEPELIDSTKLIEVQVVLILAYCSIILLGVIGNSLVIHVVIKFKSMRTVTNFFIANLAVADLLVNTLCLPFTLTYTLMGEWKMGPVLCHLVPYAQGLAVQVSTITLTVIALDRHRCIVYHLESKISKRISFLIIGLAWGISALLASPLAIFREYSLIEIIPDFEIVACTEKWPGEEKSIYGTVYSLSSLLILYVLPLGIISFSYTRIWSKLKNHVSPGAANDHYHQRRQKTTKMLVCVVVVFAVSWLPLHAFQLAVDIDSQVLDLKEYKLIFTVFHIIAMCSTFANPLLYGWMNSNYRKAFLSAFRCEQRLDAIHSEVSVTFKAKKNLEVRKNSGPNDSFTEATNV
E-sel TNF inh = E-selectin induction blockers in HUVEC – imaging, immunofluorescence, high content, primary screen; HUVEC TNFa-induced E-selectin immunofluorescence; inhibition, % at 2 µM; hit rate 0.71% among 120,000;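 active = inhibition above the batch mean plus 3 SD, and confirmed as a hit on visual image review, cut at about 43% in these data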;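 note: 0% = TNF-stimulated DMSO wells and 100% = unstimulated control wells; not every result past the cut was called active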
GALR2 blocker = GALR2 antagonists in receptor-expressing cells, primary screen; AID 828, 2007; hit rate 0.39% among 140,000; inhibition, % at 4 µM; antagonist mode; in the data active = inhibition above about 27%;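 note: cells stimulated with galanin 1-16 at roughly its EC80; 0% = agonist challenge control and 100% = basal control without agonist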
Target sequence (O43603 whole entry, looked up): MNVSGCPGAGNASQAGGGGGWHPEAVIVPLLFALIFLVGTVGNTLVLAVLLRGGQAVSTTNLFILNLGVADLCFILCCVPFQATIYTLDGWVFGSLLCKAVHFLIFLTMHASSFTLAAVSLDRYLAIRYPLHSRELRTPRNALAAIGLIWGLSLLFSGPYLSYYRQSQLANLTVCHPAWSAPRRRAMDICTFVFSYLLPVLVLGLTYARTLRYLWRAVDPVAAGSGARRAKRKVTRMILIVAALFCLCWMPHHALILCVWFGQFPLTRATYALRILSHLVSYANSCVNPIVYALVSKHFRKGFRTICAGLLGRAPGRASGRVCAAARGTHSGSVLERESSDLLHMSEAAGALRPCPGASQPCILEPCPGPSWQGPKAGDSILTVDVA
MRP-1 activ = H69AR viability gain despite doxorubicin, primary screen, MRP-1 activator project, H69AR cells, CellTiter-Glo; viability increase, % at 10 µM; hit rate 0.61% among 140,000; viability rescue; AID 799, 2007;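 active = viability gain under doxorubicin at or above a set limit, the compound median plus 3 SD, cut at about 4.7% in these data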;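 note: MRP-1 overexpressing cells given doxorubicin 25 µM after compound pretreatment; 18-22 h compound pretreatment then 72 h with doxorubicin before readout; 0% = doxorubicin-only wells and 100% = vehicle-treated cells without doxorubicin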
BB579 growth dn = growth inhibitors of yeast BB579 in restrictive medium, primary screen, yeast lifespan-shortening project, S. cerevisiae; inhibition, % at 10 µM; hit rate 0.51% among 140,000; AID 804, 2007; OD615, 48 h;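 active = inhibition above a set limit, 3 SD over the mean compound inhibition, cut at about 44% in these data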; note: inactives centre near -24
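Assay system – yeast BB579 (DeaD) · Dosing – single compound dose of 10 µM, 0.25% DMSO final · Detection – OD615 turbidity measurement · Buffer or medium – CSMM-D restrictive synthetic medium containing dextrose (glucose) · Benchmarks – positive control amphotericin B 10 µg/mL · Incubation – 48 h exposure, 30 °C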
Phagocyt inh = inhibitors of macrophage phagocytosis, primary screen, imaging, J774A.1 cells, IgG beads. hit rate 0.07% among 110,000. J774A.1 macrophage IgG-bead phagocytosis. inhibition, % at 5 µM;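 active = inhibition above the mean of the plate negative controls plus 5 SD, cut at about 13% in these data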;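 note: phagocytic index as fraction of beads internalized from green versus red external bead signal; plate controls were DMSO negative control for no effect and cytochalasin-D positive control for full effect; some results beyond the cut were filed as inactive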
HCT116 bCat-KO = primary screen for growth suppressors in beta-catenin knockout HCT116 cells (colon tumor, human); hit rate 1.5% among 140,000; viability, % at 10 µM; HCT116 beta-catenin knockout viability, CellTiter-Glo, 60 h; active compounds read low; AID 818, 2007;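 active = viability at or under a set limit, the compound median less 4 SD, cut at about 6% in these data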;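 note: 0% = Hyamine 1622 control at 20 µM and 100% = untreated cell control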
Measles CPE = compounds protecting cells from measles virus cytopathic effect, primary screen, measles RdRp inhibitor project, single point, MLSMR library, absorbance. Measles virus-infected cells, CPE protection. protection (pct of control), % at 4 µM. hit rate 1.5% among 140,000; in the data active = protection mostly above about 24%, no sharp cut-off; inactive = mostly below about 26%; note: some compounds called inactive have numbers as strong as hits
Numbers without * were called inactive.

Screening O=C(CCc1ccc(S(=O)(=O)N2CCCCC2)cc1)c1nnc(-c2ccccc2)o1 returned Yeast lifespan up -6, PTEN del growth 93, NPY Y2 blocker 5, E-sel TNF inh -47, GALR2 blocker 3, MRP-1 activ -2.4, BB579 growth dn -29, Phagocyt inh 1, HCT116 bCat-KO 90 and Measles CPE 25.
For CCc1ccccc1NC(=O)c1ccoc1C the results were Yeast lifespan up -31, PTEN del growth 85, NPY Y2 blocker 6, E-sel TNF inh 23, GALR2 blocker -4, MRP-1 activ -0.8, BB579 growth dn -8, Phagocyt inh -1, HCT116 bCat-KO 96 and Measles CPE 13.
Screening O=C(CSc1ccc(-c2ccccc2)nn1)c1ccccc1 returned Yeast lifespan up -6, PTEN del growth 99, NPY Y2 blocker 2, GALR2 blocker -4, MRP-1 activ 1.2, BB579 growth dn -22, Phagocyt inh -7, HCT116 bCat-KO 98 and Measles CPE 27.
Screening COc1ccc(C2C(C(=O)NCC3CCCO3)c3cc(OC)c(OC)cc3C(=O)N2C)cc1OC (stereo unspecified) returned Yeast lifespan up 2, PTEN del growth 114, NPY Y2 blocker 0, E-sel TNF inh 1, GALR2 blocker 26, MRP-1 activ -0.4, BB579 growth dn -33, Phagocyt inh -1, HCT116 bCat-KO 101 and Measles CPE 7.
Screening Cc1ccc(C)c(N2CCN(C(=O)CCS(=O)(=O)c3cccc4nonc34)CC2)c1 returned Yeast lifespan up -14, PTEN del growth 90, NPY Y2 blocker 7, E-sel TNF inh -23, GALR2 blocker -4, MRP-1 activ -1.7, BB579 growth dn -31, HCT116 bCat-KO 93 and Measles CPE 5.
COc1ccc(NC(=S)NC23CN4CN(CN(C4)C2)C3)cc1 was read as Yeast lifespan up 3, PTEN del growth 82, NPY Y2 blocker 2, E-sel TNF inh -3, GALR2 blocker -13, MRP-1 activ -3.2, BB579 growth dn -20, Phagocyt inh -1, HCT116 bCat-KO 81 and Measles CPE 2.
`COc1ccc(NC(=O)C2CCCN2S(=O)(=O)c2ccc3c(c2)CCC(=O)N3)c(OC)c1` (stereo unspecified) gave Yeast lifespan up -2, PTEN del growth 92, NPY Y2 blocker 2, E-sel TNF inh 8, GALR2 blocker -8, MRP-1 activ 0.2, BB579 growth dn -11, Phagocyt inh 0, HCT116 bCat-KO 86 and Measles CPE 8.
Screening CC(=O)Nc1cccc(NC(=O)C2CCCN2C(=O)Nc2cccc(C)c2)c1 (stereo unspecified) returned Yeast lifespan up -7, PTEN del growth 103, NPY Y2 blocker 1, E-sel TNF inh 30, GALR2 blocker -6, MRP-1 activ -0.6, BB579 growth dn -13, Phagocyt inh 0, HCT116 bCat-KO 100 and Measles CPE 20.
Screening COc1ccc(C(=O)CSc2nnc(NC(=O)C3CC(=O)N(c4ccccc4)C3)s2)cc1 (stereo unspecified) returned Yeast lifespan up -1, PTEN del growth 96, NPY Y2 blocker 2, GALR2 blocker -4, MRP-1 activ -1.5, BB579 growth dn -17, Phagocyt inh -7, HCT116 bCat-KO 92 and Measles CPE 8.
`O=C(Nc1ccccc1)N1CCn2c1nc1ccccc12` gave Yeast lifespan up -20, PTEN del growth 78, NPY Y2 blocker 5, E-sel TNF inh -13, GALR2 blocker 19, MRP-1 activ -1.9, BB579 growth dn -27, Phagocyt inh -1, HCT116 bCat-KO 76 and Measles CPE 6.
COc1cc2c(cc1OC)C(C)N(C(=S)Nc1ccccc1)CC2 (stereo unspecified) was read as Yeast lifespan up -4, PTEN del growth 95, NPY Y2 blocker 1, E-sel TNF inh -6, GALR2 blocker 7, MRP-1 activ 3.9, BB579 growth dn -19, Phagocyt inh -9, HCT116 bCat-KO 91 and Measles CPE 18.
Screening COC(=O)c1ccc(NC(=O)CSc2nc3cccnc3n2C)cc1 returned PTEN del growth 87, NPY Y2 blocker 3, E-sel TNF inh 9, GALR2 blocker 2, MRP-1 activ -1.9, BB579 growth dn -23, HCT116 bCat-KO 89 and Measles CPE 5.
`CCOc1cc(Br)c(Br)c(C=Nc2ccc(NC(C)=O)cc2)c1O` gave Yeast lifespan up 49*, PTEN del growth 92, NPY Y2 blocker 0, E-sel TNF inh -5, GALR2 blocker 13, MRP-1 activ -3.2, BB579 growth dn -13, Phagocyt inh -14, HCT116 bCat-KO 67 and Measles CPE 6.
Screening CN1C=CC2=C(C#N)C(N)C(C#N)(C#N)[C@H](c3ccccc3)[C@H]2C1 (stereo partly specified) returned PTEN del growth 87, NPY Y2 blocker 0, E-sel TNF inh -6, GALR2 blocker -5, MRP-1 activ -5.5, BB579 growth dn -47, HCT116 bCat-KO 88 and Measles CPE 3.
`COc1ccc(N2CS(=O)(=O)/C(=C/N(C)C)C2=O)cc1` gave Yeast lifespan up -11, PTEN del growth 86, NPY Y2 blocker -2, E-sel TNF inh 10, GALR2 blocker -10, MRP-1 activ -0.8, BB579 growth dn -65, Phagocyt inh 0 and HCT116 bCat-KO 98.
CC1=C(C(=O)OCC2CCCO2)C(c2cccc(O)c2)NC(=O)N1 (stereo unspecified) was read as Yeast lifespan up -5, PTEN del growth 95, NPY Y2 blocker 2, E-sel TNF inh -8, GALR2 blocker 11, MRP-1 activ -1.8, BB579 growth dn -31, HCT116 bCat-KO 100 and Measles CPE 5.
Screening O=C(COc1c(Br)cc(Br)c2cccnc12)N1CCc2ccccc2C1 returned Yeast lifespan up -15, PTEN del growth 93, NPY Y2 blocker 15, E-sel TNF inh 10, GALR2 blocker -16, MRP-1 activ -1.5, BB579 growth dn 99*, Phagocyt inh 0, HCT116 bCat-KO 86 and Measles CPE 14.
CCn1c(-c2ccccc2Cl)nn(CC(=O)Nc2ccccc2OC)c1=S was read as Yeast lifespan up -11, PTEN del growth 99, NPY Y2 blocker 0, E-sel TNF inh -42, GALR2 blocker -2, MRP-1 activ -1.0, BB579 growth dn -21, Phagocyt inh -1, HCT116 bCat-KO 93 and Measles CPE 11.
COC(=O)COc1cccc(NC(=O)c2cccs2)c1 was read as Yeast lifespan up -21, PTEN del growth 96, NPY Y2 blocker 1, E-sel TNF inh -13, GALR2 blocker 3, MRP-1 activ -2.5, BB579 growth dn -1, Phagocyt inh 5, HCT116 bCat-KO 97 and Measles CPE 4.
`Cc1cc(N2CCN(S(=O)(=O)c3ccccc3)CC2)c2ccccc2n1` gave Yeast lifespan up -1, PTEN del growth 71, NPY Y2 blocker -3, GALR2 blocker 9, MRP-1 activ 0.5, BB579 growth dn -27, Phagocyt inh 1, HCT116 bCat-KO 63 and Measles CPE 23.
COC(=O)CCC(=O)NNC(=O)c1ccc(Br)cc1 was read as Yeast lifespan up -22, PTEN del growth 93, NPY Y2 blocker 11, E-sel TNF inh -6, GALR2 blocker -1, MRP-1 activ -1.6, BB579 growth dn -47, Phagocyt inh 3, HCT116 bCat-KO 99 and Measles CPE 3.
For CCCCNC(=S)N(C)/N=C/c1sc(N2CCCCC2)nc1-c1cccs1 the results were Yeast lifespan up -5, PTEN del growth 82, NPY Y2 blocker 3, GALR2 blocker -5, MRP-1 activ -1.9, BB579 growth dn -20, Phagocyt inh -5, HCT116 bCat-KO 80 and Measles CPE 15.
For CC1(C)CN(c2ccccc2)N(Cc2ccc(F)cc2)C1=O the results were Yeast lifespan up -1, PTEN del growth 87, NPY Y2 blocker 5, E-sel TNF inh 1, GALR2 blocker -5, MRP-1 activ -1.8, BB579 growth dn -56, HCT116 bCat-KO 81 and Measles CPE 10.
`CCC(=O)N/C(=N/c1nc(C)cc(C)n1)Nc1cccc(OC)c1` gave Yeast lifespan up -15, PTEN del growth 52, NPY Y2 blocker 8, E-sel TNF inh 7, GALR2 blocker -15, MRP-1 activ -1.8, BB579 growth dn -58, Phagocyt inh -2, HCT116 bCat-KO 49 and Measles CPE 17.
`CCC(C)(C)n1nnnc1C(c1ccc(O)c(OC)c1)N1CCc2ccccc2C1` (stereo unspecified) gave Yeast lifespan up -21, PTEN del growth 89, NPY Y2 blocker 3, E-sel TNF inh -6, GALR2 blocker 4, MRP-1 activ -3.8, BB579 growth dn 2, HCT116 bCat-KO 95 and Measles CPE 6.
Cc1ccc(NCc2nnc(SCc3ccc(C#N)cc3)n2Cc2ccco2)c(C)c1 was read as Yeast lifespan up -10, PTEN del growth 71, NPY Y2 blocker 0, E-sel TNF inh 41, GALR2 blocker 12, MRP-1 activ -0.3, BB579 growth dn -28, Phagocyt inh -2, HCT116 bCat-KO 71 and Measles CPE 3.
Screening Cc1cc(Oc2ccc(C#N)cc2)nc(N2CCOCC2)n1 returned Yeast lifespan up -5, PTEN del growth 93, NPY Y2 blocker 4, E-sel TNF inh 24, GALR2 blocker 11, MRP-1 activ -1.8, BB579 growth dn -33, Phagocyt inh -2, HCT116 bCat-KO 95 and Measles CPE 7.
`CNC(=O)c1sc2nc(-c3ccc(OC)cc3)cn2c1C` gave Yeast lifespan up -12, PTEN del growth 122, NPY Y2 blocker 0, E-sel TNF inh 15, GALR2 blocker -13, MRP-1 activ -0.6, BB579 growth dn -11, Phagocyt inh 0, HCT116 bCat-KO 98 and Measles CPE 24.
Cc1cc(C)nc(N(C#N)Cc2ccccc2)n1 was read as Yeast lifespan up -8, PTEN del growth 112, NPY Y2 blocker 2, E-sel TNF inh -8, GALR2 blocker -5, MRP-1 activ -2.1, BB579 growth dn -12, Phagocyt inh 2, HCT116 bCat-KO 97 and Measles CPE 6.
`CC(=O)c1sc(NC(=O)C2(F)C(F)(F)C(F)(F)C(F)(F)C(F)(F)C2(F)F)nc1C` gave Yeast lifespan up 3, PTEN del growth 13, NPY Y2 blocker 3, E-sel TNF inh -37, GALR2 blocker 20, MRP-1 activ -2.8, BB579 growth dn -28, Phagocyt inh -1, HCT116 bCat-KO 16 and Measles CPE 1.

Gathered by group: the compounds so far containing a furan ring, fused or not
For CCc1ccccc1NC(=O)c1ccoc1C the results were Yeast lifespan up -31, PTEN del growth 85, NPY Y2 blocker 6, E-sel TNF inh 23, GALR2 blocker -4, MRP-1 activ -0.8, BB579 growth dn -8, Phagocyt inh -1, HCT116 bCat-KO 96 and Measles CPE 13.
Cc1ccc(NCc2nnc(SCc3ccc(C#N)cc3)n2Cc2ccco2)c(C)c1 was read as Yeast lifespan up -10, PTEN del growth 71, NPY Y2 blocker 0, E-sel TNF inh 41, GALR2 blocker 12, MRP-1 activ -0.3, BB579 growth dn -28, Phagocyt inh -2, HCT116 bCat-KO 71 and Measles CPE 3.

Screening results (PubChem)
